Source: PubChem
TIM10 inh – growth inhibitors of isogenic TIM10 control yeast, primary screen, counter-screen for tim10-1 yeast inhibitor project, luminescence, uHTS. S. cerevisiae TIM10 strain growth, BacTiter-Glo luminescence, 24 h. inhibition, % at 10 µM. 330,000 tested, 1.4% active;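 active means inhibition of 40% or more at the single tested concentration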;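 further: wild-type TIM10 isogenic control strain grown at permissive 25 °C; 0% = DMSO yeast wells and 100% = minimal medium wells without yeast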
tim10-1 inh – growth inhibitors of tim10-1 mutant yeast, primary screen, luminescence, uHTS. inhibition, % at 20 µM. 330,000 tested, 2.2% active. AID 463190, 2010. S. cerevisiae tim10-1 ts strain growth, BacTiter-Glo, 24 h;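 active means inhibition of at least 40%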;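 further: mutant grown at 25 °C; 0% = DMSO wells with yeast and 100% = wells holding no yeast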
APOBEC3G inh – APOBEC3G DNA deaminase inhibitors, primary screen, biochemical, fluorescence, single-stranded DNA substrate, uHTS; DNA dC->dU-editing enzyme APOBEC-3G (Homo sapiens), Q9HC16; recombinant A3G, ssDNA deamination FAM/TAMRA fluorescence; inhibition, % at 20 µM; 330,000 tested, 0.28% active; AID 493012, 2011;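 active means inhibition of at least 40% at 20 µM, with no more than 30% in the related APOBEC3A deaminase screen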;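 further: plate controls were DMSO wells with A3G for no effect and wells lacking A3G enzyme for full effect; some compounds called inactive have numbers as strong as hits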
Target sequence (Q9HC16 whole entry, looked up): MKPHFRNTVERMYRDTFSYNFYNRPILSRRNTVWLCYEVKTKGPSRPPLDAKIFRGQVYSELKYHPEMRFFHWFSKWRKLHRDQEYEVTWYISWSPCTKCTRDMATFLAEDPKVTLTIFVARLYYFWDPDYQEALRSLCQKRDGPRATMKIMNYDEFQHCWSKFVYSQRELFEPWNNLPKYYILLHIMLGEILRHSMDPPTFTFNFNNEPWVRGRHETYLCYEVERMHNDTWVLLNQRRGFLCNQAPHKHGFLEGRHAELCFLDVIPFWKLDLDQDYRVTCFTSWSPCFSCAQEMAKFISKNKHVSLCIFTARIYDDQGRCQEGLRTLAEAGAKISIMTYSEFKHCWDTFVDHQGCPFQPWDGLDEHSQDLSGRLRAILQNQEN
mIAP block – inhibitors of mouse IAP, primary screen, biochemical, luminescence, uHTS; intestinal alkaline phosphatase [Mus musculus]; purified mouse IAP, CDP-Star luminescence, 30 min; inhibition, % at 10 µM; 330,000 tested, 0.2% active; AID 2806, 2010;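 active means inhibition of at least 40% at 10 µM in the primary screen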;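 further: plate controls were DMSO with enzyme for no effect and no enzyme wells for full effect; values of inactives mirror those of a sister screen read the other way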
hIAP block – human IAP inhibitors, primary screen, biochemical, luminescence, uHTS; Intestinal-type alkaline phosphatase (Homo sapiens), P09923; purified IAP, CDP-Star luminescence, 30 min; inhibition, % at 10 µM; 330,000 tested, 0.12% active; AID 2544, 2010;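 active means inhibition reaching a set limit with compound at 10 µM in the primary screen, cut at about 35% in these data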;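 further: plate controls were DMSO wells with enzyme for no effect and no-enzyme buffer wells for full effect; values of inactives mirror those of a sister screen read the other way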
Target sequence (P09923 whole entry, looked up): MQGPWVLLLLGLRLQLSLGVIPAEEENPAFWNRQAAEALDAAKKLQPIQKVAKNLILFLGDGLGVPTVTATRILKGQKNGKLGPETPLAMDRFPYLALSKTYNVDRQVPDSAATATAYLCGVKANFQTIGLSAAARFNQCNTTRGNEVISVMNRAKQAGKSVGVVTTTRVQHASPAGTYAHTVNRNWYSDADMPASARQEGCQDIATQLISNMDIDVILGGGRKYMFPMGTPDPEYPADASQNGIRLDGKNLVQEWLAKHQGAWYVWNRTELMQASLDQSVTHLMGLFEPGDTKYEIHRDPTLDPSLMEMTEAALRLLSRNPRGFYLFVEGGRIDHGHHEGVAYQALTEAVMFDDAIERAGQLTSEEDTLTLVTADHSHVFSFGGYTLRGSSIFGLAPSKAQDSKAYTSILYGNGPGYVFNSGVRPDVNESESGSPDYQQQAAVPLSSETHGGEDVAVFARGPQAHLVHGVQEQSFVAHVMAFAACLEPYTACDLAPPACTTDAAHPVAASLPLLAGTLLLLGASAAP
APOBEC3A inh – APOBEC3A ssDNA deaminase inhibitors, primary screen, selectivity assay for APOBEC3G inhibitor project, biochemical, FAM/TAMRA oligo cleavage fluorescence; DNA dC->dU-editing enzyme APOBEC-3A (Homo sapiens), P31941; recombinant A3A, FAM/TAMRA ssDNA deamination fluorescence; inhibition, % at 20 µM; 330,000 tested, 0.41% active; AID 493011, 2011;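 active means at least 40% inhibition at 20 µM here, with at most 30% in a related deaminase screen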;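 further: plate controls were A3A with DMSO for no effect and wells lacking A3A enzyme for full effect; some results filed as inactive read as strong as hits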
Target sequence (P31941 whole entry, looked up): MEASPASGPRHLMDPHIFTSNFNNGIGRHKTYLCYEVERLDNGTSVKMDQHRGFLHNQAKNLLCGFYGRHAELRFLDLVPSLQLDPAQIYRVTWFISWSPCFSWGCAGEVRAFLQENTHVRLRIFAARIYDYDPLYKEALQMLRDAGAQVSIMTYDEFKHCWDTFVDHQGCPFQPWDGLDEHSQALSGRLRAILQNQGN
NALP3 yeast inh – NALP3 inflammasome inhibitors in reconstituted yeast, primary screen, luminescence, uHTS. Yeast reconstituted NLRP3/ASC/caspase-1, beta-gal luminescence, 24 h. inhibition, % at 10 µM. 330,000 tested, 0.39% active;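 active means inhibition of 50% or more; inactive means inhibition below 50%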;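 further: plate controls were induced DMSO wells for no effect and uninduced yeast grown without galactose for full effect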
mIAP activ – activators of mouse IAP, primary screen, biochemical, luminescence, uHTS. intestinal alkaline phosphatase [Mus musculus]. muIAP, CDP-Star luminescence, 30 min; stronger effect = higher value; 1 = vehicle-only enzyme signal, 0 = enzyme-free wells. activation factor at 10 µM. 330,000 tested, 0.24% active. AID 2805, 2010;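 active means activation factor of at least 2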; further: the source names both 10 and 20 µM as test concentration; values of inactives mirror those of a sister screen read the other way
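also added = chemiluminescent substrate CDP-Star | test system = mouse IAP enzyme | signal = chemiluminescence readout | compound = DMSO-dissolved test compounds | incubation = 30 min at room temperature | benchmarks = DMSO wells, no-enzyme wells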
MIN6 prolif – inducers of MIN6 beta-cell proliferation, primary screen, ATP luminescence, uHTS. 330,000 tested, 0.29% active. proliferation, % at 10 µM. MIN6 cells proliferation, ATPlite luminescence, 48 h; cells starved in 0.2% serum; 100% = growth in 10% serum;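 active means compounds whose signal lies at least 3.5 SD above the mean of all wells on their plate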;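 further: 0% = DMSO-treated cells in low-serum medium and 100% = 10% serum control; some compounds called inactive have numbers as strong as hits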
The depositor's hits bear a star.

SMILES	TIM10 inh	tim10-1 inh	APOBEC3G inh	mIAP block	hIAP block	APOBEC3A inh	NALP3 yeast inh	mIAP activ	MIN6 prolif
CCOC(=O)c1c(C)[nH]c(C(=O)N2CCC(C(=O)OCC)CC2)c1C	-2	2	-6	-8	-7	-3	16	1.1	-2
Nc1c(N(Cc2ccco2)C(=O)c2ccc(Cl)cc2)c(=O)[nH]c(=O)n1Cc1ccccc1	16	0	-4	-3	-14	3	20	1	-6
COC(=O)C(NC(C)=O)(Nc1nc2c(s1)CCCC2)C(F)(F)F (stereo not drawn)	7	6	-7	-2	1	-5	5	1	-2
CC(=O)Nc1ccc(S(=O)(=O)Nc2cccc(N(C)S(C)(=O)=O)c2)cc1	-14	-19	-7	0	-21	-1	11	1	-2
NNc1nc(-c2ccccc2)c2cc(Br)ccc2n1	56*	44*	-5	14	9	-2	16	0.86	-2
CN(C(=O)c1ccc(S(=O)(=O)N2CCCC2)cc1)C1CCCCC1	5	13	-7	-12	15	-4	-5	1.1	-1
CC(C)c1nnc(NC(=O)CCc2ccccc2)s1	-11	11	-8	-12	-7	4	15	1.1	-1
O=C(N[C@@H](Cc1ccccc1)C(=O)N1CCC2(CC1)NCCc1[nH]cnc12)c1cccc(F)c1	-3	13	-2	3	-10	-4	18	0.97	1
CCOc1ccccc1/C=C(\NC(=O)c1ccccc1)C(=O)NCCC(=O)O	-4	14	2	20	11	1	11	0.8	0
COc1ccc(C(=O)c2ccsc2N)cc1	13	15	-7	13	20	-4	1	0.87	-4

Reformatted in CSV form: 2 of the compounds above
SMILES,TIM10 inh,tim10-1 inh,APOBEC3G inh,mIAP block,hIAP block,APOBEC3A inh,NALP3 yeast inh,mIAP activ,MIN6 prolif
CC(C)c1nnc(NC(=O)CCc2ccccc2)s1,-11,11,-8,-12,-7,4,15,1.1,-1
COC(=O)C(NC(C)=O)(Nc1nc2c(s1)CCCC2)C(F)(F)F (stereo not drawn),7,6,-7,-2,1,-5,5,1,-2

The results go on:
SMILES	TIM10 inh	tim10-1 inh	APOBEC3G inh	mIAP block	hIAP block	APOBEC3A inh	NALP3 yeast inh	mIAP activ	MIN6 prolif
O=C(C[n+]1ccc(-c2nnc3n2CCCCC3)cc1)c1ccc(Cl)cc1	-2	0	-1	2	-6	15	21	0.97	2
CCOC(=O)C(=NCCCN(C)C)NNc1ccc(Br)cc1	31	-14	-7	-1	-3	-2	3	1	0
Clc1ccc(-n2nnc(-c3cccnc3Cl)n2)cc1Cl	-9	-8	-13	49*	5	-3	37	0.51	-6
CCN1CCN(CCCN(Cc2ccco2)C(=S)Nc2ccc(C)c(Cl)c2)CC1	-17	-2	-4	8	7	0	-1	0.92	-4
CCOC(=O)N/N=C/c1ccccc1F	-7	15	-5	2	17	-3	10	0.98	1
COc1ccccc1NC(=O)CCCC(=O)OC(C)C(=O)c1ccccc1 (stereo not drawn)	-12	2	-6	-3	11	-1	10	1	0
CCN(CC)S(=O)(=O)c1ccc(N2CC(C(=O)N3Cc4ccccc4CC3C(N)=O)CC2=O)cc1 (stereo not drawn)	5	9	-9	-7	2	-7	13	1.1	4
Cc1ccccc1C1C(=O)c2ccccc2C1=O	2	-9	-5	-22	-16	-8	7	1.2	-1
O=C(N/C=C/c1ccccc1)c1ccccc1	-3	-20	1	-18	2	4	35	1.2	-6
CCOc1ccc2oc(C(=O)NNC(=O)c3ccccc3O)c(C)c2c1	-21	0	-7	22	-137	3	3	0.78	-6
O=C(NCCc1ccccc1)c1noc2c1CCc1ccccc1-2	-17	0	1	4	13	-1	9	0.96	-1
COC(=O)c1cc(NC(=O)c2ccc(-c3ccccc3)cc2)ccc1Cl	19	5	-4	-2	8	-1	17	1	0
CC(C)C1N=C(c2ccc3c(c2)OCO3)CC(c2ccccc2O)N1 (stereo not drawn)	19	16	4	6	7	0	13	0.94	-4
Cc1nc(SCC(=O)Nc2nccs2)c(C#N)c(C)c1C	-9	6	-5	-8	-14	-3	14	1.1	-8
COc1ccc(CCNC(=O)NC23CC4CC(CC(C4)C2)C3)cc1OC	15	19	-5	-7	11	-1	19	1.1	1
Nc1nc2nccc(-c3ccco3)n2n1	3	2	-4	3	7	0	4	0.97	-1
CC(C)(C)OC(=O)NCc1ccc(CNC(=O)c2[nH]cnc2C(=O)N[C@@H](Cc2ccccc2)C(=O)OC(C)(C)C)cc1	13	10	-6	-4	-22	-3	11	1	-8
Cc1ccc(S(=O)(=O)N2CCCC(C(=O)NCCC3=CCCCC3)C2)cc1 (stereo not drawn)	1	12	-6	4	14	-1	-4	0.96	-3
Cc1ccccc1-n1c(=S)[nH]c2nc3c(cc2c1=O)CCCC3	-8	5	-7	2	-4	-3	-7	0.98	0
CN1C[C@@H]2C(c3ccc(C(F)(F)F)cc3)C3(c4ccccc4)CC2(C3)[C@H]1c1ccccc1 (stereo partly drawn)	16	15	-11	-1	17	-3	27	1	-8
CCNC(=S)N/N=C(\C)c1ccc2c(c1)OCCO2	26	24	-1	-1	-1	1	-5	1	0
CC(=O)c1cccc(N(C(=O)c2ccccn2)C(C(=O)NC2CCCCC2)c2cccs2)c1 (stereo not drawn)	-5	-1	10	8	16	1	11	0.93	-1
CN(Cc1cccs1)C(=O)CSc1nc(N)cc(N)n1	-3	5	-5	-9	-4	3	-5	1.1	-3
CC(=O)Nc1ccc(OCCOc2ccc(NC(C)=O)cc2)cc1	1	0	-7	-3	-2	0	5	1	-1
CCc1ccc(OCC(=O)NC2CC(C)(C)NC(C)(C)C2)cc1	-4	12	11	10	6	6	4	0.9	2
COc1cccc(N(CC(=O)NCCSCc2ccc(Cl)cc2)S(C)(=O)=O)c1	14	21	-7	2	-16	-2	7	0.98	-4
Cc1cccc(C)c1NC(=O)CNC(=O)C1COc2ccccc2O1 (stereo not drawn)	-5	-5	-10	-1	10	-5	4	1	-2
COc1ccccc1-c1cc(C(F)(F)F)nc(N2CCN(c3ccc(F)cc3)CC2)n1	5	2	-1	5	9	-1	-7	0.95	-4
COCCN(Cc1cc2ccc(C)cc2[nH]c1=O)S(=O)(=O)c1ccccc1	23	4	-11	2	3	-4	1	0.98	9.1*
COc1cc2c(cc1NC(=S)Nc1cccc(C(F)(F)F)c1)oc1ccccc12	36	40*	-8	6	-13	-6	15	0.94	-6
CCC1(C)Cc2ccccc2-c2nc3n(c(=O)c21)CCS3 (stereo not drawn)	-2	23	-2	-8	-2	0	-7	1.1	5
CC(C)Oc1cccc(C(=O)NC(=S)Nc2cccnc2)c1	15	19	-2	1	-5	-2	-20	0.99	-2
CCc1noc(C)c1C(=O)Nc1nc2ccc(F)cc2s1	2	13	-6	6	-5	20	68*	0.94	-3
C[C@@H]1CC[C@H](O)/C=C/C(=O)O[C@H](C)CC[C@H](O)/C=C/C(=O)O1	-2	-14	-5	15	3	-1	1	0.85	-6
COc1ccc(N2C(=O)[C@@H]3Cc4ccccc4CN3C2=O)cc1	2	5	-3	2	25	2	3	0.98	0
CN(Cc1cnn(-c2ccc(F)cc2)c1)Cc1nc(Cc2ccccc2)no1	-26	22	-3	3	8	3	-1	0.97	-4
CCN(CC)C(=O)c1cccc(NC(=O)c2cc(-c3ccccn3)nc3ccccc23)c1	-4	18	-6	1	0	1	14	0.99	-3
Cn1c(=O)c2c(nc(N3CCOCC3)n2CCc2ccccc2)n(C)c1=O	1	2	-4	-9	-2	2	8	1.1	0
CN1C(=O)C2(OCCCO2)c2ccccc21	-18	6	-4	-3	-16	-3	27	1	-4
CCOC(=O)c1cc(-c2ccccc2)nn1Cc1cc(C)no1	-18	-17	-9	-3	16	-4	25	1	4
Fc1c(F)c(F)c(N/N=C/c2c[nH]c3ccccc23)c(F)c1F	61*	59*	-7	6	-12	-1	11	0.94	0
CCOC(=O)c1ccc(NC(=S)NC(=O)COc2ccccc2)cc1	30	16	-8	4	14	3	21	0.96	-1
O=C(OCn1nnc2ccccc2c1=O)C1COc2ccccc2O1 (stereo not drawn)	11	-1	1	3	-6	0	19	0.97	3
O=C(/C=C/c1ccc(Br)o1)OCc1ccccc1	10	20	-3	14	12	0	-15	0.86	0
CCN1CCN(c2ccc(NC(=O)c3ccco3)cc2Cl)CC1	1	-23	-11	3	-16	-4	13	0.97	-1
N#CC1=C(N)OC2=C(C(=O)CCC2)C1c1ccc(OC(=O)N2CCOCC2)cc1 (stereo not drawn)	-18	-12	-1	-15	-18	-1	-3	1.1	-4
O=C1c2ccccc2C(=O)N1CCCON1C(=O)c2ccccc2C1=O	10	11	-10	-1	-30	-1	-2	1	0
COc1ccc(C2N=C(N)N=C(N)N2c2ccccc2)cc1OC (stereo not drawn)	12	14	-7	-22	-3	-5	13	1.2	-2
Cc1ccc(NC(=O)Nn2cnnc2)cc1	5	-9	-4	0	2	0	-1	1	2
Oc1ccc(-c2nccc(-c3ccc(Cl)cc3Cl)n2)cc1	37	42*	-7	1	-7	-2	-11	0.99	-3

(next part)
SMILES	TIM10 inh	tim10-1 inh	APOBEC3G inh	mIAP block	hIAP block	APOBEC3A inh	NALP3 yeast inh	mIAP activ	MIN6 prolif
O=C(NC(N1CCCCCC1)C(Cl)(Cl)Cl)c1ccccc1Cl (stereo not drawn)	6	-3	-6	7	10	-4	8	0.93	4
Cc1cccc(C(=O)NNS(=O)(=O)c2ccc(F)cc2)c1O	1	11	-1	7	-6	7	-1	0.93	1
CC(C)(C)c1ccc(/C=N/Nc2nncn2N)cc1	10	21	-7	-10	-13	-2	18	1.1	-2
CCOc1ccc(C(=O)Nn2cnnc2)cc1	11	13	-6	4	-7	-7	6	0.95	-3
O=C(NCc1ccco1)C1CCCN1C(=O)Nc1ccc(Br)cc1 (stereo not drawn)	-20	6	-4	-13	2	1	10	1.1	2
CCc1ccc(OCC(=O)Nc2cc(S(=O)(=O)CC)ccc2O)cc1	9	14	-3	3	-8	2	-1	0.97	-3
CCn1c(CNC(=O)COc2ccc(C(C)C)cc2)nnc1SCC(=O)Nc1ccccc1	6	13	37	-12	-11	0	0	1.1	-4
CCc1noc(C)c1C(=O)N(C)CC(=O)Nc1ccccc1C(F)(F)F	0	17	1	-11	-6	2	14	1.1	2
CC(C)(C)c1ccc(C(=O)c2cn[nH]c2-c2ccccc2O)cc1	24	45*	-5	6	-49	1	35	0.94	-2
CN(C(=O)COC(=O)CNC(=O)C12CC3CC(CC(C3)C1)C2)c1ccccc1	3	5	-4	-3	-5	2	-8	1	-1
Cc1c(Cl)cccc1NC(=S)N1CCN(c2ccccn2)CC1	-15	8	-2	-2	5	0	8	1	2
Clc1cccc(NCc2cn3cccnc3n2)c1	5	-4	-5	2	0	1	14	0.98	0
COc1cccc(/C(N)=N/OC(=O)Cc2ccccc2[N+](=O)[O-])c1	-1	34	-2	4	-4	-8	4	0.96	-1
COc1ccc(CNC(=O)CCC(=O)Nc2cccnc2)cc1	0	-1	-5	-4	10	-3	7	1	-1
CC(C(=O)OCn1nnc2ccccc2c1=O)N1C(=O)c2ccccc2C1=O (stereo not drawn)	-28	-10	-2	-7	4	-1	2	1.1	5
